From PubChem
TCR act: T cell receptor activation. Potency, µM (top dose mostly 9.22 µM), for inactives: top-dose activation of IL-2 secretion, hits mostly activators. primary human leukocytes, anti-CD3, IL-2 HTRF, 48 h. 330,000 tested, under 10 active; active = well fitted activation curve with a large enough effect; note: % of control where 0% means no effect
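Readout: HTRF IL-2, Eu-cryptate/d2 antibody pair, 320nm excitation, 665nm emission. Stimulus: a-CD3 beads, no co-stimulation. Cells: primary human leukocytes. Exposure: 48 hr with compound.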
TSG101-PTAP inh: blocks PTAP/TSG101 interaction to inhibit HIV-1 budding. Q99816. Fluorescence polarization, FITC-PTAP peptide / Tsg101 binding. Potency, µM (series often up to 115 µM), without a hit: at the highest dose activity change, negative = inhibition, hits mostly inhibitors. 340,000 tested, under 10 active; active = well fitted inhibition curve with a large enough effect in the main read-out, with a control signal flat, not every such curve was filed as active; note: potency is the fitted concentration of half-maximal effect; % of control where 0% means no effect
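FP read-out: FITC-PTAP peptide, 50 nM final, binding Tsg101 binding domain, 10 uM final; 20 min, r.t.; 10 mM HEPES pH 7.5, 0.15 M NaCl, 0.01% Tween 20, 3 mM EDTA, 0.1 mM TCEP.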
uPA generation: blocks generation of uPA at the cell surface; AID 540303; hit rate 0.31% among 330,000; cell surface uPA generation assay, qHTS; Potency, µM (series often up to 38.3 µM), for inactives: at the highest dose activity change, negative = inhibition, most hits filed as inhibitors; active = well fitted inhibition curve with a large enough effect; tested in mouse RAW 264.7 cells; note: potency is the fitted concentration of half-maximal effect; % is set by controls: 0 for no effect and ±100 for the full control effect; nearly all actives have a fitted effect of over 55% in size
* = called active by the depositor. This is a subset, so the mix of outcomes need not match the whole.

SMILES	TCR act	TSG101-PTAP inh	uPA generation
CC1=C(C(=O)O)N2C(=O)[C@@H](NC(=O)[C@H](N)c3ccc(O)cc3)[C@H]2SC1	-3%	-3%	8%
NC(=O)NC(CCC(=O)O)C(=O)O (stereo not given)	-1%	-2%	3%
